# Source: PubChem (National Center for Advancing Translational Sciences (NCATS))
# Chronic BCR inh: qHTS Assay to Find Inhibitors of Chronic Active B-Cell Receptor Signaling | ABC-DLBCL IkBa-CBG/CBR reporter, luminescence ratio, 4 h | Potency, µM (highest dose often 46.1 µM), for the others: top-dose ratio change, negative = lower green/red ratio, hits mostly inhibitors | 340,000 tested, 0.05% active | AID 493014, 2011; active = well fitted inhibition curve with a large enough effect in the signal ratio, with a control signal flat, not every such curve was filed as active; inconclusive = small, poorly fitted or top-dose-only effect, or effect the other way, or a change in a side signal; the % refers to the signal ratio;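 note: potency is the fitted concentration of half-maximal effect; plate controls were basal doxycycline-induced cells for no effect and cells given 10 µM MG132 for full effect; MG132 reads +100%, hits lower the ratio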
#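 TMD8 ABC-DLBCL cells carrying doxycycline-inducible green luciferase fused to IkappaBalpha plus unfused red luciferase were exposed to compounds (up to 46 uM) for 4 hrs at 37C. Activity came from the overlap-corrected green/red luminescence ratio.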
# B2AR arrestin: qHTS assay of beta-arrestin-biased ligands of beta2-adrenergic receptor | beta-arrestin recruitment to beta2AR, cell-based reporter | Potency, µM (highest dose often 46.1 µM), without a hit: top-dose activation, hits mostly activators | 330,000 tested, 0.02% active;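 note: potency is the fitted concentration of half-maximal effect; 0% = DMSO controls and full agonism = EC100 isoproterenol or metaproterenol; nearly all actives have a fitted effect of over 65% in size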
# Target sequence (P07550 whole entry, looked up): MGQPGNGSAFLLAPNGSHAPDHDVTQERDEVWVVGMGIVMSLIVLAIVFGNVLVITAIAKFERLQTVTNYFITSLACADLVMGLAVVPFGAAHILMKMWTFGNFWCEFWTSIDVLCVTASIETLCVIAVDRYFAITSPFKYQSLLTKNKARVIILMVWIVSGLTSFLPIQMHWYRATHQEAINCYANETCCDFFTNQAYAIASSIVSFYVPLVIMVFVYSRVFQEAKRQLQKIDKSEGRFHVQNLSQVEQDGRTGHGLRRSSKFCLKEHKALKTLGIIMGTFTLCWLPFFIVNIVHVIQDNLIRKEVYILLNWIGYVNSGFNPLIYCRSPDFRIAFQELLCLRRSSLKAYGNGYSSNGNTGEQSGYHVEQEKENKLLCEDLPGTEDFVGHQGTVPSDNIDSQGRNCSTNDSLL
# ELG1 DNA repair: qHTS screen for small molecules that inhibit ELG1-dependent DNA repair in human embryonic kidney (HEK293T) cells expressing luciferase-tagged ELG1 | Potency, µM (highest dose often 46.1 µM), for inactives: at the top dose activity change, negative = inhibition, actives largely listed as inhibitors | HEK293T ELG1-luciferase reporter, luminescence, 16 h; DNA damage induced by 5-fluorouridine | 330,000 tested, 2.3% active; note: potency is the fitted concentration of half-maximal effect; % is set by controls: 0 for no effect and ±100 for the full control effect; nearly all actives have a fitted effect of over 55% in size
#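 Step one: seed 2,000 cells per well. Step two: pin-transfer compound or DMSO alongside 5-fluorouridine. Step three: incubate 16 hr, 37 °C, 5% CO2. Step four: add ONE-Glo, wait 30 min, read luminescence.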
# Eya2 phos inh: qHTS Assay for Inhibitors of the Phosphatase Activity of Eya2. Protein phosphatase EYA2 (Homo sapiens), O00167. recombinant Eya2, OMFP fluorescence dephosphorylation (OMFP is methylfluorescein phosphate). Potency, µM (top dose mostly 76.9 µM), for the others: at the highest dose activity, negative = inhibition, actives largely listed as inhibitors. 330,000 tested, 0.006% active; note: potency is the fitted concentration of half-maximal effect; % is set by controls: 0 for no effect and ±100 for the full control effect
# Target sequence (O00167 whole entry, looked up): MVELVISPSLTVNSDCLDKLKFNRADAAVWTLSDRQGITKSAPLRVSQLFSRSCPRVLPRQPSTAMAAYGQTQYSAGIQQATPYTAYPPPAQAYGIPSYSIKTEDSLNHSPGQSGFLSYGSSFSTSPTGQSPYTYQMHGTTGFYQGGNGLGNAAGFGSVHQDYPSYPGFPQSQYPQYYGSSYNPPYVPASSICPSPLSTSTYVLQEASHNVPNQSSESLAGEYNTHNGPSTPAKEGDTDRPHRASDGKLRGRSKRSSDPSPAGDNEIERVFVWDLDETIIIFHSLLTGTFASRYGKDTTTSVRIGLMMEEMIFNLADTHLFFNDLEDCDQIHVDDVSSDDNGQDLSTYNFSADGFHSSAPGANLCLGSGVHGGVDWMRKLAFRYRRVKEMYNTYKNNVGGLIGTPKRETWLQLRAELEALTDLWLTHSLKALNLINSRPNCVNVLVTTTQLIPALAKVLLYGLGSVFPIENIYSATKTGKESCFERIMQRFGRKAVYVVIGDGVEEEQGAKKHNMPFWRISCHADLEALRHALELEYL
#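 Eya2 protein (added as 0.2 uM solution) was preincubated with compound for 10 min at ambient temperature in 50 mM HEPES pH 7.5, 50 mM NaCl, 5 uM MgCl2, 0.05% BSA, 1 mM DTT. OMFP (added at 50 uM) then reacted 10 min; fluorescence read at 485/525 nm.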
# TSHR antag: Antagonists of the Thyroid Stimulating Hormone Receptor: HTS campaign; TSHR-expressing cells, TSH-stimulated cAMP HTRF, 2 h; active compounds read low; activity change, negative = inhibition, % at 11.5 µM; 330,000 tested, 0.2% active; Thyrotropin receptor (Homo sapiens), P16473;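 active = activity change below a set negative limit, meaning inhibition stronger than a set level, cut at about -70% in these data; inconclusive = activity change between two set negative limits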; note: % is set by controls: 0 for no effect and ±100 for the full control effect
#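 Inhibition of cAMP made by TSHR-expressing cells under TSH stimulation (4nM final, EC80; 2 h, 37 deg C) is quantified with a one-step lysis HTRF kit, anti-cAMP cryptate versus cAMP-d2.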
# USP2a inh: qHTS Assay for Inhibitors of Ubiquitin-specific Protease USP2a Using CHOP2 as the Reporter. 330,000 tested, 0.01% active. Ubiquitin carboxyl-terminal hydrolase 2 (Homo sapiens), O75604. Potency, µM (series often up to 38.3 µM), for inactives: top-dose activity change, negative = inhibition, actives largely listed as inhibitors. AID 463254, 2010. USP2 core, Ub-CHOP2 coupled fluorogenic reporter, 485/531;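 note: potency is the fitted concentration of half-maximal effect; plate controls were DMSO wells for no effect and full inhibition by NEM control for full effect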
#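 USP2 core (10nM final) preincubated 30min RT with compound in 20mM Tris-HCl pH 8.0, 2mM CaCl2, 2mM beta-mercaptoethanol, 0.05% CHAPS; 25nM Ub-CHOP2 plus 25nM reporter substrate added, fluorescence (Ex485/Em531) read after 60min.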
# TCR act: Activators of T cell receptors: qHTS campaign; primary human leukocytes, anti-CD3, IL-2 HTRF, 48 h; Potency, µM (series often up to 9.22 µM), for inactives: at the top dose activation of IL-2 secretion, most hits filed as activators; 330,000 tested, under 10 active; note: % of control where 0% means no effect
#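 Primary human leukocytes receive a-CD3 beads and test compound and are incubated 48 hr. Secreted IL-2 is then assayed by HTRF, measuring 665nm acceptor emission after 320nm excitation of the europium donor.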
# Tb PFK inh: qHTS Assay to Find Inhibitors of T. brucei phosphofructokinase; AID 485367, 2010; T. brucei PFK, ADP-Glo luminescence; 330,000 tested, 0.17% active; ATP-dependent 6-phosphofructokinase (Trypanosoma brucei brucei), O15648; Potency, µM (series often up to 57.5 µM), inactives show top-dose activity, negative = inhibition, hits mostly inhibitors;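 note: potency is the fitted concentration of half-maximal effect; 0% = uninhibited 1x PFK enzyme wells and -100% = no-enzyme wells; nearly all actives have a fitted effect of over 60% in size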
#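 1.25 nM PFK with 0.5 mM F6P and 0.1 mM ATP in 0.1 M TEA pH 8.0, 5 mM MgCl2, incubated 45 min at room temperature; ADP measured by ADP-Glo luminescence; compounds titrated up to 57 uM.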
# Mito fusion yeast: qHTS Assay for Small Molecule Inhibitors of Mitochondrial Division or Activators of Mitochondrial Fusion; S. cerevisiae fusion-defective mutant growth rescue, CellTiterGlo 48 h; Potency, µM (doses to about 46.1 µM), inactives show at the top dose growth rescue (activation), actives largely listed as activators; 320,000 tested, 0.23% active;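 note: potency is the fitted concentration of half-maximal effect; % of control where 0% means no effect; nearly all actives have a fitted effect of over 45% in size; temperature-sensitive fusion mutants such as fzo1-1 at 37 °C on non-fermentable ethanol glycerol medium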
#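 S. cerevisiae fusion-defective temperature-sensitive mutants (e.g. fzo1-1, mgm1-5) grown 48 h at 37C in YPEG (ethanol/glycerol non-fermentable) medium with 23 nl compound per well; growth rescue read as CellTiterGlo luminescence.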
# PTAP TSG101 blk: qHTS Assay for Iinhibitors of HIV-1 Budding by Blocking the Interaction of PTAP/TSG101. Fluorescence polarization, FITC-PTAP peptide / Tsg101 binding. AID 493005, 2010. Tumor susceptibility gene 101 protein (Homo sapiens), Q99816. 340,000 tested, under 10 active. Potency, µM (series often up to 115 µM), for inactives: top-dose activity change, negative = inhibition, hits mostly inhibitors; active = well fitted inhibition curve with a large enough effect in the main read-out, with a control signal flat, not every such curve was filed as active; inconclusive = small, poorly fitted or top-dose-only effect, or effect the other way, or a change in a side signal; inactive = no such curve, though single readings can be large or run the other way; note: potency is the fitted concentration of half-maximal effect; % of control where 0% means no effect
#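 Steps: Tsg101 binding domain dispensed (10 uM final), compounds pinned in DMSO, FITC-labeled PTAP-motif peptide added (50 nM final); after 20 min binding at room temperature, polarization measured.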
# uPA surface inh: qHTS for Inhibitors of Cell Surface uPA Generation; cell surface uPA generation assay, qHTS; Potency, µM (doses to about 38.3 µM), for inactives: at the top dose activity change, negative = inhibition, most hits filed as inhibitors; 330,000 tested, 0.31% active; active = well fitted inhibition curve with a large enough effect; inconclusive = small, poorly fitted or top-dose-only effect; inactive = no such curve, though single readings can be large or run the other way; tested in mouse RAW 264.7 cells; note: potency is the fitted concentration of half-maximal effect; % is set by controls: 0 for no effect and ±100 for the full control effect; nearly all actives have a fitted effect of over 55% in size
# * hit, by the source's call; ? = inconclusive; . = not tested or not shown; [ ] = remark or other dose. Unless noted, calls come from the whole dose curve; as a rule, active = well fitted curve in the direction sought with a large enough effect; inconclusive = small, poorly fitted or top-dose-only effect, or another doubt; inactive = no such curve, though single readings can be large; an effect the other way counts as inactive or inconclusive.
SMILES,Chronic BCR inh,B2AR arrestin,ELG1 DNA repair,Eya2 phos inh,TSHR antag,USP2a inh,TCR act,Tb PFK inh,Mito fusion yeast,PTAP TSG101 blk,uPA surface inh
NC(=O)c1cc([N+](=O)[O-])c(Cl)cc1NCc1ccccn1,10%,-0.7%,2%,-2%,-12,0%,4%,-24%,-1%,-5%,?
CCCN(CC(=O)Nc1ccccc1OC)C(=O)CN1C(=O)NC2(CCCCC2)C1=O,?,-0.2%,4%,-4%,-5,1%,-2%,-12%,-6%,0%,4%
C=CCc1ccc(OCC(O)CN2CCN(Cc3ccccc3)CC2)c(OC)c1 (configuration not stated),-3%,0.0%,4%,-17%,14,1%,-4%,-10%,0%,-5%,-11%
O=C(CNc1cccc2ccccc12)N/N=C/c1ccc([N+](=O)[O-])cc1,?,-0.7%,-4%,5%,-10,0%,-2%[46.1 µM],-2%,2%,-2%,2%
Cc1cccc(-c2noc(-c3ccccc3C(=O)NCc3ccco3)n2)c1,1%,0.1%,-1%,-8%,6,-3%,-2%,1%,14%,0%,-6%
CC(=O)c1c(C)[nH]c(C(=O)CSc2nnc(-c3ccco3)o2)c1C,-23%,-0.8%,?,-4%,-10,-2%,4%,-1%,0%,-1%,4%
COc1cccc(S(=O)(=O)NCc2ccc(C(=O)NCc3ccccn3)cc2)c1,-6%,0.3%,2%,11%,22,2%,-1%,-2%,-10%,-1%,2%
Cc1[nH]c2ccccc2c1C(=O)C(=O)N1CC(C)OC(C)C1 (configuration not stated),-1%,-2.0%,-2%,-6%,-5,0%,-4%,-5%,1%,0%,5%
Cc1ccc(C)c(N)c1,-3%,0.1%,-6%,5%,10,-1%,-8%,0%,-10%,0%,-16%
Cc1cc2c(SCC(=O)NCC3CCCO3)ncnc2s1 (configuration not stated),-6%,0.1%,5%,-2%,21,0%,-7%,-12%,24%,0%,0%
CCCCn1c(N)c(N(CC(C)C)C(=O)CSCC(=O)Nc2ccc(C)cc2)c(=O)[nH]c1=O,1%,-0.1%,5%,8%,-4,1%,2%,-3%,-3%,0%,3%
CCOc1ccc(C(=O)Nc2nnc(S(=O)(=O)N3CCCCC3)s2)cc1,7%,-0.9%,?,1%,-5,-2%,2%,0%,2%,1%,16%
Cc1ccc2c(-c3ccc([N+](=O)[O-])cc3)cc(=O)[nH]c2c1,-2%,-1.0%,?,-24%,-10,0%,-3%,1%,4%,-2%,-3%
CCOc1ccc(NCC2CCOC(C)(C)C2)cc1 (configuration not stated),5%,-0.1%,?,2%,-2,4%,-2%[46.1 µM],-1%,-4%,5%,0%
CN(CCC#N)C(=S)Nc1ccc(S(=O)(=O)N2CCOCC2)cc1,-1%,0.0%,1%,5%,6,-1%,2%,-2%,-3%,0%,9%
CCn1nnnc1SCC(=O)NC1CCCC1,0%,-0.3%,-8%,-1%,1,3%,3%,2%,-1%,0%,0%
O=C(/C=C/c1c[nH]c2ccccc12)c1cccc2ccccc12,?,-0.1%,1%,-5%,20,-7%,-2%[46.1 µM],-8%,11%,3%,-7%
O=C(C/C=N/OCc1ccc(Cl)cc1)c1cnc(-c2ccccc2)s1,8%,-0.2%,16%,-25%,0,0%,8%,0%,1%,-1%,5%
CCOC(=O)c1[nH]c(COC(=O)CCCOc2ccccc2)c(C(=O)OCC)c1C,1%,-1.0%,-12%,-9%,14,-11%,2%,1%,-1%,-6%,0%
Brc1ccc2c(c1)OCCOCCOCCOCCOCCOCCO2,-14%,-0.9%,-29%,-10%,33,3%,-9%[46.1 µM],0%,14%,-7%,-6%
Cc1ccc(NC(=O)C2CC(=O)n3c(nc4ccccc43)N2)cc1 (configuration not stated),0%,3.6%,0%,1%,10,-2%,-1%,-5%,-1%,-11%,-5%
O=C(Nc1nc2ccc(Cl)cc2s1)c1ccco1,?,0.2%,?,4%,-24,2%,-4%,-2%,11%,-3%,-2%
CCc1ccc(CN(C)Cc2nc(Cc3ccccc3)no2)nc1,?,-0.6%,0%,-10%,-5,6%,-10%,2%,-9%,-1%,6%
COc1ccccc1N1CCN(C(=O)c2cc(-c3ccccc3O)on2)CC1,-2%,-0.8%,28%,-6%,12,-4%,3%,-7%,1%,-4%,5%
O=C(NCc1ccccn1)c1ccc(OC2CCN(Cc3ccc(CO)o3)CC2)cc1,1%,-0.2%,-5%,-12%,-2,0%,-4%,9%,-1%,-4%,-1%

# The list continues.
SMILES,Chronic BCR inh,B2AR arrestin,ELG1 DNA repair,Eya2 phos inh,TSHR antag,USP2a inh,TCR act,Tb PFK inh,Mito fusion yeast,PTAP TSG101 blk,uPA surface inh
CCCN(C(=O)c1cccc(S(=O)(=O)N2CCCc3ccccc32)c1)C1CCS(=O)(=O)C1 (configuration not stated),-1%,?,0%,11%,8,2%,-12%,0%,0%,-1%,15%
COc1cc(C2C(C#N)=C(N)OC3=C2C(=O)CC(C)(C)C3)ccc1OCCN1CCOCC1 (configuration not stated),-5%,0.0%,?,11%,5,0%,-2%,-1%,2%,0%,1%
Cc1sc2ncnc(SCC(=O)Nc3ncccc3O)c2c1C,?,-1.5%,16%,2%,-6,-1%,.,?,2%,-2%,3%
CN1C(=O)c2cccc(NC(=O)CCc3ccccc3)c2C1=O,?,-0.1%,-6%,12%,3,0%,-1%,1%,0%,0%,-26%
CCN1CCN(c2ccc(S(=O)(=O)N3CCCCC3)cc2NC(=O)c2cccc(OC(F)F)c2)CC1,-1%,0.0%,?,-12%,1,2%,-1%,-1%,-1%,-4%,-5%
O=C(Nc1ccccc1Cl)c1ccc2nccnc2c1,?,-0.1%,?,13%,-4,2%,-7%,1%,1%,-1%,-11%
COc1cccc(/C=C2\N=C(SC)SC2=O)c1OC,8%,0.4%,-3%,5%,-13,-2%,-75%,-6%,0%,-8%,6%
Cc1cc(=O)n(C)c(=O)n1CCCNc1ccccc1,-1%,-0.2%,?,-16%,3,2%,3%,5%,0%,-5%,4%
COc1ccc(C(=O)NCc2c(C)oc(C)c2C(=O)O)cc1,3%,0.4%,11%,-20%,-20,-1%,.,0%,3%,-1%,-4%
CCOc1ccc(C(C(=O)NC2CCCC2)N(CCOC)C(=O)CNC(=O)c2ccco2)cc1 (configuration not stated),0%,-0.5%,-5%,1%,-3,-1%,-2%,-2%,-5%,-1%,-12%
CCC/C(=N/NC(=O)c1ccccc1Cl)c1ccccc1,?,-0.2%,7%,4%,1,5%,-3%,-7%,2%,-5%,5%
COc1ccc(CNC2CC(=O)N(C)C2=O)cc1 (configuration not stated),2%,0.0%,2%,12%,-4,1%,.,-12%,-8%,-10%,-8%
CCOc1ccc(N2CC(C(=O)Nc3ccccc3N3CCOCC3)CC2=O)cc1 (configuration not stated),0%,0.0%,1%,-7%,17,5%,-1%,3%,-2%,-3%,-2%
CS(=O)(=O)N(CC(=O)Nc1ccc(S(=O)(=O)N2CCCC2)cc1)c1ccccc1,1%,-0.7%,-16%,-18%,-7,2%,2%,-1%,3%,-2%,0%
CN(CC1CCOCC1)C(=O)CC1C(=O)NCCN1Cc1cccc(Oc2ccccc2)c1 (configuration not stated),-1%,-0.4%,11%,-5%,3,0%,0%,0%,1%,-1%,3%
Cc1cc(C(=O)COC(=O)c2ccc[nH]c2=O)c(C)n1-c1ccc(Br)cc1,3%,-0.2%,?,6%,-3,1%,-7%[46.1 µM],-2%,19%,-4%,1%
COc1ccc(/C=N/NC(=O)c2ccc[nH]2)cc1,?,-0.9%,?,14%,-13,2%,-1%,2%,0%,-1%,?
COc1ccc(/C(C)=N/N=C(N)N)c(OC)c1,-15%,0.1%,?,11%,6,4%,2%,-2%,-1%,-3%,-4%
Cc1ccsc1C(=O)N(CC(C)C)c1c(N)n(Cc2ccccc2)c(=O)[nH]c1=O,1%,-0.8%,6%,6%,1,-1%,0%,4%,-4%,.,?
